SKKanGAS inh – SKKanGAS growth inhibition | 300,000 compounds, 1.3% hits | inhibition, % at 7.5 µM | S. pyogenes SKKanGAS, kanamycin growth, BacTiter-Glo, 6 h;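 active = mean replicate score, as percent of positive control median, at least 50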;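 also: strain carries kanamycin resistance gene driven by streptokinase promoter and grows in 40 µg/ml kanamycin; loss of luminescence reflects streptokinase promoter inhibition or plain growth inhibition; 0% = median of DMSO wells and 100% = positive control at its reference dose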
Platelet DG rel – platelet dense granule release activity. human platelet-rich plasma, SFLLRN dense granule ATP release, luminescence. inhibition, %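 (compounds screened at 7.5 µM in platelet-rich plasma)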. 300,000 compounds, 0.22% hits. AID 1663;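 active = mean replicate score, as percent of positive control, at or above 50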
HIF activator – HIF pathway transcriptional activation. U2OS HRE-luciferase reporter, luminescence; normalized: DMSO 0%, desferrioxamine 100%. activation, % at 7.5 µM (by protocol). 300,000 compounds, 0.32% hits. AID 1910;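 active = mean activation of at least 10% of the iron chelator positive control signal, with at least half of replicates also reaching 10%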
RGS4 block – human RGS4 inhibition; P49798; HEK293 M3R/RGS4 inducible, Fluo-4 calcium flux; hits give high values; triggered by carbachol at its EC20; B-score at 10 µM; 310,000 compounds, 0.45% hits; AID 463165;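 active = B-score, a plate-corrected calcium signal, over three deviations above library mean, with baseline fluorescence within five deviations of library mean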;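 also: RGS4 expression induced by doxycycline in cells with stable M3 receptor; B-score is computed from the integrated fluorescence ratio over baseline after carbachol; higher B-score means a larger calcium signal and so more RGS4 inhibition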
Target sequence (P49798 whole entry, looked up): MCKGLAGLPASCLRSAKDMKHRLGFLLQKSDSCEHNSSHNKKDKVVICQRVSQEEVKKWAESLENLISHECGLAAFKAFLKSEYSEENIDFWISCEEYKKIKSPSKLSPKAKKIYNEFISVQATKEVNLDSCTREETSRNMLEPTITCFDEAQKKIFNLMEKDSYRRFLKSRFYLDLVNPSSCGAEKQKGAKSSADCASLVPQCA
RGS4 pot – RGS4 potentiation or activation | HEK293 M3R/inducible RGS4, carbachol calcium flux Fluo4; hits give low values | B-score at 10 µM | 310,000 compounds, 0.92% hits | AID 463111;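 active = B-score of the integrated calcium signal more than 4 SD below the library mean, with starting fluorescence not abnormally high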;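 also: negative B-score means reduced calcium response which marks RGS4 activation or potentiation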
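Reagent: ECmax carbachol challenge; Test system: M3R-expressing HEK293 line, RGS4 induced by doxycycline; Schedule: overnight RGS4 induction, 30 min dye load 37 °C, 20 min compound RT; Detection: calcium dye Fluo4 fluorescence; Read-out: Agonist-evoked peak-minus-minimum fluorescence over baseline, integrated ratio, B score.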
MrgX1 PAM – allosterically activates human MrgX1 receptor signaling; MrgX1-HEK293, Fluo-4 calcium flux, FDSS; hits give high values; B-score at 10 µM; Q96LB2; 310,000 compounds, 0.63% hits;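 active = plate-corrected calcium response at least 3 library SD above typical, normal starting fluorescence, not activating the receptor alone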;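 also: compound read alongside a low EC10 to EC30 dose of BAM8-22 agonist; peak minus trough fluorescence over baseline measured at the second addition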
Target sequence (Q96LB2 whole entry, looked up): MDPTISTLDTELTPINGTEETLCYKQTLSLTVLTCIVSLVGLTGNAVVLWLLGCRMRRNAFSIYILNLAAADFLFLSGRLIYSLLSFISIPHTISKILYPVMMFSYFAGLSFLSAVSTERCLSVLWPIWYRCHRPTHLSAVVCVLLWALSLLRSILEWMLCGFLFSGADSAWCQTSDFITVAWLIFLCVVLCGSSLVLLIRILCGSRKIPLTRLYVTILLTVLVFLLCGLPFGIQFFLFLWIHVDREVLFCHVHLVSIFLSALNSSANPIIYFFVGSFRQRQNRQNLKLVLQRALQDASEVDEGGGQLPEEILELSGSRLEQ
MrgX1 antag – antagonists of human MrgX1 receptor. 310,000 compounds, 1.3% hits. B-score at 10 µM. AID 588676. Q96LB2. MRGX1-HEK293 calcium flux, Fluo-4, BAM8-22 antagonism; hits give low values;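 active = calcium-response B-score plate-corrected more than 3 library SD below zero, starting fluorescence within 5 deviations, no agonist response on first addition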;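 also: peak minus trough fluorescence over baseline after final BAM8-22 challenge near maximal dose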
TRPC4 inh – TRPC4 (mouse) channel inhibition | Q9QUQ5 | HEK293 TRPC4beta/mu-opioid, DAMGO-evoked Fluo4 calcium flux; hits give low values | B-score at 10 µM | 300,000 compounds, 0.39% hits;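 active = B-score over 3 SD under the library average, no early fluorescence shift, positive overall ratio signal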
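material = TRPC4beta/mu-opioid receptor HEK293 cell line | probe or stimulus = sequential submaximal and maximal DAMGO stimulation | compound dosing = one concentration per compound | measured by = Fluo4 Ca2+ flux fluorescence | evaluation = integrated fluorescence ratio relative to baseline, converted to per-well B score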
TRPC6 act – activators of mouse TRPC6 channel; Q61143; HEK293-TRPC6 membrane potential dye fluorescence; hits give high values; B-score at 10 µM; 310,000 compounds, 0.13% hits; AID 2550;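 active = B-score of the integrated fluorescence ratio above library mean plus 3 SD, and starting fluorescence ratio within library mean plus 5 SD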;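 also: higher score means more depolarization so channel activation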
MrgX1 agonist – human MrgX1 receptor agonism, primary screen; Q96LB2; MrgX1-HEK293 cells, Fluo-4 calcium fluorescence, agonist mode; hits give high values; B-score at 10 µM; 310,000 compounds, 0.44% hits;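 active = calcium response B-score plate-corrected fluorescence ratio at least 3 library SD, with starting fluorescence B-score inside 5 SD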
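Test system: HEK293 cells stably expressing human MrgX1 receptor; Input: fifteen thousand cells per well; Dosing: compound delivered in addition one of three; Schedule: overnight seeding, then 1 h dark dye loading; Technique: Fluo-4 NW calcium fluorescence; Measure: B-scored fluorescence response ratio; Controls: positive and negative controls per plate.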
TRPC6 inhibitor – mouse TRPC6 channel inhibition. HEK293-TRPC6, membrane potential dye, ACh-evoked depolarization; hits give low values. B-score at 10 µM. 310,000 compounds, 1.1% hits;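 active = B-score under library mean minus 3 SD, initial fluorescence not abnormally high, positive integrated signal ratio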;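 also: B-score derived from integrated fluorescence ratio over the kinetic read; more negative B-score means stronger inhibition of depolarization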
Numbers without * were called inactive; i = inactive; . = not tested or not shown.

SMILES | SKKanGAS inh | Platelet DG rel | HIF activator | RGS4 block | RGS4 pot | MrgX1 PAM | MrgX1 antag | TRPC4 inh | TRPC6 act | MrgX1 agonist | TRPC6 inhibitor
COc1cccc(CN2C(=O)CCC2(C)C(=O)NC2CCCCCC2)c1 (configuration not stated) | -4 | -1 | -0.4 | i | i | i | i | i | i | i | i
COc1ccc(N(CC(=O)Nc2ccc(F)cc2)S(=O)(=O)c2ccccc2[N+](=O)[O-])c(OC)c1 | 5 | 2 | -0.2 | i | i | i | i | i | i | i | i
O=C(c1cc2nc(-c3cccs3)cc(C(F)(F)Cl)n2n1)N1CCCc2ccccc21 | 15 | 0 | 0.1 | i | i | i | i | i | i | i | i
Cc1ccc(NC(=S)N/N=C2/CCCc3c(C)cc(C)cc32)cc1 | 15 | -11 | 0.1 | i | i | i | i | i | i | i | i
COc1ccc(-n2ncc3c2CC(C)(C)CC3NC(=O)CCn2cncn2)cc1 (configuration not stated) | -16 | -12 | -0.6 | i | i | i | i | i | i | i | i
COc1ccc(/C=N/n2c(=S)n(C)c3ccccc32)cc1OC | -5 | -2 | -0.2 | i | i | i | i | i | i | i | i
CCOC(=O)NC(=O)C(=CNc1ccc(C)cc1)C(=O)NC(=O)OCC | 6 | 6 | 0.0 | i | i | i | i | i | i | i | i
CC1CCCN(C(=O)c2ccc3c(c2)OCO3)C1 (configuration not stated) | -18 | 8 | 0.5 | i | i | i | i | i | i | i | i
CC(C)OC(=O)c1c2c(n3ccccc13)C(=O)c1ccccc1C2=O | 10 | 6 | -0.5 | i | i | i | i | i | i | i | i
Cc1cccc(NC(=O)c2ccc([N+](=O)[O-])cc2Cl)n1 | -10 | 18 | 0.1 | i | i | i | i | i | i | i | i
CNNC(=O)C(C)NC(=O)c1ccc(Br)cc1 (configuration not stated) | 0 | 3 | 38* | i | i | i | i | i | i | i | i
CNC(=O)c1nc(C)n(-c2ccc(Cl)cc2Cl)n1 | -7 | 6 | -0.5 | i | i | i | i | i | i | i | i
CCc1nnc(NC(=O)CN2CCCC(C)C2)s1 (configuration not stated) | . | 0 | -0.1 | i | i | i | i | i | i | i | i
Cc1ccc(NS(=O)(=O)c2ccc(C(=O)N3CCC3)cc2)cc1 | 0 | -5 | 0.7 | i | i | i | i | i | i | i | i
COC(=O)Cn1c2ccc(C)cc2c2nc(C)sc21 | 2 | 8 | 0.0 | i | i | i | i | i | i | i | i
C[C@@H]([C@@H](O)c1ccccc1)N(C)C(=O)C(N)Cc1ccccc1 (some centres not stated) | 2 | -6 | -0.4 | i | i | i | i | . | i | i | i
CSCC[C@H](NC(=O)N1CCn2c1nc1ccccc12)C(=O)N1CCCCC1 | -5 | 5 | -0.1 | i | i | 10* | i | i | i | i | i
Cc1nc2c(-c3ccccc3)c(C)[nH]n2c(=O)c1Cl | 19 | 1 | 0.4 | i | i | i | i | i | i | i | i
Cc1cc(C)cc(NC2=C(N)C(=O)c3ccccc3C2=O)c1 | 8 | 2 | 0.4 | i | i | i | i | i | i | i | i
O=C(/C=C/c1ccccc1)Nc1ccc2c(c1)OCCO2 | -12 | 0 | -2.0 | i | i | i | -4.6* | i | i | i | i
N#C/C(=C\c1coc2ccccc2c1=O)C(N)=S | 2 | -5 | -0.3 | i | i | i | i | i | i | i | i
O=C(CSc1nnc(C2COc3ccccc3O2)o1)Nc1nccs1 (configuration not stated) | -3 | 3 | 0.4 | i | i | i | i | i | i | i | i
OCCCc1nc2ccccc2[nH]1 | -14 | -6 | 0.2 | i | i | i | i | i | i | i | i
CC(C)CCNC(=O)C1(c2cccs2)CCOCC1 | -8 | -3 | -0.4 | i | i | i | i | i | i | i | i
Cc1ccccc1OCCC(=O)OCC(=O)Nc1c(F)cccc1F | 0 | -4 | 0.4 | i | i | i | i | i | i | i | i
Cc1ccc(NC(=S)NNc2ccc(C(=O)O)cc2[N+](=O)[O-])cc1C | 4 | -12 | -0.4 | i | i | i | i | i | i | i | i
CCC1CCCCN1CCNS(=O)(=O)c1ccc2c(c1)oc(=O)n2C (configuration not stated) | -1 | 23 | -0.2 | i | i | i | i | i | i | i | i
CC1(C)C(c2ccccc2)=[N+]([O-])CN1O | -3 | -3 | -0.4 | i | i | i | i | i | i | i | i
C#CCOCCOCCOCCNc1nc(N2CCN(C(=O)[C@H](CCC(=O)O)n3cc(C(N)Cc4ccc(O)cc4)nn3)CC2)nc(N2CCN(C(=O)[C@H](CCC(=O)O)n3cc(C(N)[C@H](C)CC)nn3)CC2)n1 (some centres not stated) | -3 | 2 | -0.3 | i | i | i | i | i | i | i | i
COc1ccc(O)c(C(=O)c2cnn(C(=O)c3cccc(S(=O)(=O)N4CCOCC4)c3)c2)c1 | -4 | 5 | 0.9 | i | i | i | i | i | i | i | i
COc1ccc(C(NC(=O)c2ccc(F)cc2)c2ccccc2)cc1 (configuration not stated) | -4 | -1 | -1.0 | i | i | i | i | i | i | i | i
CSc1nc2ccc(S(=O)(=O)NC3CCCCC3)cc2s1 | 16 | 8 | -0.1 | i | i | i | i | i | i | i | i
CCOC(=O)Cc1c(C)nc(Cc2ccc(OC(C)C)cc2)[nH]c1=O | 13 | -12 | -0.1 | i | i | i | i | i | i | i | i
CCOc1ccc(NC(=O)COc2ccc(C(=O)NCCc3ccccc3)cc2)cc1 | -1 | 5 | -0.5 | i | i | i | i | i | i | i | i
COc1cccc(CC(NC(C)=O)C(=O)NC2CCN(c3nnnn3-c3ccccc3)CC2)c1 (configuration not stated) | -2 | -9 | 0.1 | i | i | i | i | i | i | i | i
CCSC1=N/C(=C\c2ccc(C)s2)C(=O)S1 | 2 | -1 | -0.3 | i | i | i | i | i | i | i | i
Cc1ccc(C(=O)N2CCN(c3cccc(Cl)c3)CC2)cc1C | 17 | 5 | 1.8 | i | i | i | i | i | i | i | i
COCCn1c(N2CCN(c3ccccc3)CC2)nc2c1c(=O)n(C)c(=O)n2C | 4 | -1 | -0.4 | i | i | i | i | i | i | i | i
Cc1onc(-c2c(F)cccc2Cl)c1C(=O)NNC(=O)C1CCN(Cc2cccc(F)c2)CC1 | -20 | -1 | 0.1 | i | i | i | i | i | i | i | i
CC(=O)c1c(C)[nH]c(C(=O)CSc2nc3ccc(C)cc3[nH]2)c1C | -9 | -3 | 0.0 | i | i | i | i | i | i | i | i
N#CCCn1nc(-c2ccccc2)cc1Nc1ccccc1NC(=O)C(F)(F)F | 2 | -1 | -0.6 | i | i | i | i | i | i | i | i
O=C(Cn1cnc(Cl)c1Cl)c1ccccc1 | 6 | 9 | 0.1 | i | i | i | i | i | i | i | i
CCc1nc(SCC(=O)c2ccccc2)c2c(=O)n(C)c(=O)n(C)c2n1 | 29 | -1 | 0.2 | i | i | i | i | i | i | i | i
CC(=O)Oc1cccc(C(=O)Nc2ccc(NC(=O)c3cccs3)cc2)c1 | 4 | 13 | 3.1 | i | i | i | i | i | i | i | i
COC(=O)c1ccc(NC(=O)CSc2ccccc2)cc1 | -3 | -10 | 1.9 | i | i | i | -5.9* | i | i | i | i
Cc1cccc(-n2c(SCC(=O)Nc3nonc3C)nnc2-c2ccoc2C)c1 | 22 | -5 | 0.4 | i | i | i | i | i | i | i | i
O=C(Nc1ccc(C(O)(C(F)(F)F)C(F)(F)F)cc1)c1ccc(Cl)c([N+](=O)[O-])c1 | 2 | 5 | 0.4 | i | -8.8* | i | i | i | i | i | i
Cc1ccc(-c2ccc(/C=N/NC(=O)CN3CCCC3)o2)cc1Cl | -11 | 5 | 0.1 | i | i | i | i | i | i | i | i
CCN(CC(=O)Nc1ccccc1OC)C(=O)CSCc1c(C)noc1C | -2 | -6 | 0.5 | i | i | i | i | i | i | i | i
Cc1cccc(-c2nc(CS(=O)CC(=O)NCCc3ccc(Cl)cc3)c(C)o2)c1 (configuration not stated) | -1 | -6 | 0.3 | i | i | i | i | i | i | i | i
CCn1nc(C)c(NC(=O)Nc2cccc(Cl)c2Cl)c1C | 5 | 9 | -0.2 | i | i | i | i | i | i | i | i
CC(C)CNC(=S)Nc1ccc(S(N)(=O)=O)cc1 | -5 | 1 | 0.4 | i | i | i | i | i | i | i | i
COc1cc(C)c(S(=O)(=O)NCc2cccs2)cc1C | -4 | 1 | -0.1 | i | i | i | i | i | i | i | i
O=C(N/N=C/c1ccc(OCc2ccccc2)cc1)c1ccncc1 | 0 | -2 | 0.8 | i | i | i | i | i | i | i | i
O=C(NNC(=O)c1ccccc1[N+](=O)[O-])Nc1ccccc1C(F)(F)F | 2 | 1 | -0.9 | i | i | i | i | i | i | i | i
CCCCSc1nc2c(=O)[nH][nH]c(=O)c2n1Cc1ccccc1 | 9 | -2 | -0.2 | i | i | i | i | i | i | i | i
CCOc1ccc(Cn2nnc(C(=O)Nc3ccc(OC)cc3OC)c2N)cc1 | -2 | -3 | 0.1 | i | i | i | i | i | i | i | i
Cc1ccc(C(=O)N2CC(C)OC(C)C2)cc1[N+](=O)[O-] (configuration not stated) | 2 | -3 | -0.6 | i | i | i | -5* | i | i | i | i
CN1CCC(NC(=O)NC2CCCCC2)CC1 | -4 | 3 | -0.3 | i | i | i | i | i | i | i | i
CCc1nc(C)cn1S(=O)(=O)c1ccc(Br)cc1 | 0 | 1 | -0.4 | i | i | i | i | i | i | i | i
(cont.)
SMILES | SKKanGAS inh | Platelet DG rel | HIF activator | RGS4 block | RGS4 pot | MrgX1 PAM | MrgX1 antag | TRPC4 inh | TRPC6 act | MrgX1 agonist | TRPC6 inhibitor
COc1cc2c(cc1NC(=O)c1cccc([N+](=O)[O-])c1C)oc1ccccc12 | 7 | -5 | 0.0 | i | i | i | i | i | i | i | i
O=C(CN1CCN(c2ccccc2F)CC1)NCc1ccccc1 | 4 | -13 | -15 | i | i | i | i | i | i | i | i
CCc1cc2cc3c(cc2nc1SCC(=O)N1CCN(C(=O)c2ccco2)CC1)OCO3 | 0 | -9 | -0.3 | i | i | i | i | i | i | i | i
CCCCCCn1c(N2CCN(c3ccccc3)CC2)nc2c1c(=O)n(C)c(=O)n2C | 30 | -9 | 0.0 | i | i | i | i | i | i | i | i

Screens from PubChem.
